EPAC1 ag = agonists of human EPAC1. O95398. EPAC1 agonist qHTS, biochemical assay; response scale: 100% = response to 6.5 mM cAMP. Potency, µM (series often up to 154 µM), for the others: at the highest dose activation, actives largely listed as activators. hit rate 0.073% among 360,000; further: potency means the concentration at half of the fitted maximal effect; nearly all actives have a fitted effect of over 60% in size
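Read-out is the fluorescence drop as BODIPY-GDP leaves Rap1B (480 nm excitation, 540 nm emission), recorded every 5 minutes over 30 minutes. Reactions held 100 nM EPAC1, 250 nM Rap1B–BODIPY-GDP and 50 uM GDP, with 6.5 mM cAMP setting full activation.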
EPAC1 antagonist = EPAC1 (human) antagonism; O95398; EPAC1 GEF assay, Rap1b-BODIPY-GDP exchange fluorescence; Potency, µM (doses to about 115 µM), for the others: top-dose activity change, negative = inhibition, actives largely listed as inhibitors; hit rate 0.14% among 360,000;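 further: potency means the concentration at half of the fitted maximal effect; plate controls were vehicle for no effect and positive control for full effect; nearly all actives have a fitted effect of over 50% in size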
PI5P4K alpha inh = blocks human PI5P4K alpha kinase activity; hit rate 1.2% among 330,000; P48426; PI5P4Kalpha enzyme, ADP-Glo luminescence, 60 min; stronger effect = lower value; AID 652105; max response, %; active means max response of -50% or lower; inconclusive means between -30% and -50%; inactive means -30% or higher; further: value at the top dose of about 77 µM; on the % scale 0 is the no-effect control and ±100 the full control effect
Target sequence (P48426 whole entry, looked up): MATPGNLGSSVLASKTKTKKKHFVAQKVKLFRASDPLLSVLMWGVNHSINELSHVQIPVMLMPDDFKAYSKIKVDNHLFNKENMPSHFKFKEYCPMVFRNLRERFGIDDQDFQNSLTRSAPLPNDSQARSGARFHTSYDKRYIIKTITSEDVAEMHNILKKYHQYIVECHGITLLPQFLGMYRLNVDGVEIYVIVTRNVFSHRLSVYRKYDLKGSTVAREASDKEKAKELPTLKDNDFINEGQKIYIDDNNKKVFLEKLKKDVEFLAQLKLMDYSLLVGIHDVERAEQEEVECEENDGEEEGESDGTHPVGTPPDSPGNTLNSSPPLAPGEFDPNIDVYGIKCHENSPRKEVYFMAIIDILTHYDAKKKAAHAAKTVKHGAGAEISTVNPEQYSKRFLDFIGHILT
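PI5P4Kalpha ADP-Glo assay; 5 microM ATP final; 60 min RT reaction; HEPES pH 7.4/EGTA/CHAPS, 5% DMSO; controls lacking substrate or enzyme; luminescent end-point.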
MmCpn inh = inhibitors of Methanococcus maripaludis chaperonin (MmCpn); purified Mm-Cpn ATPase, ADP Transcreener TR-FRET; Potency, µM (series often up to 76.9 µM), for the others: top-dose activity, negative = inhibition, most hits filed as inhibitors; hit rate 0.031% among 330,000; further: potency means the concentration at half of the fitted maximal effect; on the % scale 0 is the no-effect control and ±100 the full control effect; nearly all actives have a fitted effect of over 80% in size
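TR-FRET (320 nm excitation; 590 and 665 nm emission) reports ADP made from 10 uM ATP by 25 nM enzyme; compounds were preincubated 10 min, reaction run 30 min, both at 37°C.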
WRN inhibitor = blocks human WRN helicase. hit rate 0.46% among 360,000. Potency, µM (series often up to 114 µM), without a hit: at the highest dose activity change, negative = inhibition, most hits filed as inhibitors. WRN helicase unwinding, fluorescent forked duplex, kinetic. Q14191; further: potency means the concentration at half of the fitted maximal effect; on the % scale 0 is the no-effect control and ±100 the full control effect; nearly all actives have a fitted effect of over 55% in size
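Screening of the MLSMR collection measured strand separation of a quenched forked DNA duplex (100 nM) by 20 nM WRN with 2 mM ATP, all final. Compounds were preincubated with enzyme 15 min at room temperature.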
PLK1 PBD block = blocks phosphopeptide binding to human PLK1 polo-box domain; P53350; Plk1 PBD binding of FITC phosphopeptide, fluorescence polarization; Potency, µM, for inactives: max response, negative = inhibition, most hits filed as inhibitors; hit rate 2.8% among 360,000; AID 720504; further: potency means the concentration at half of the fitted maximal effect; series mostly up to about 57 µM; on the % scale 0 is the no-effect control and ±100 the full control effect; nearly all actives have a fitted effect of over 65% in size
Target sequence (P53350 whole entry, looked up, the tested form may be a part): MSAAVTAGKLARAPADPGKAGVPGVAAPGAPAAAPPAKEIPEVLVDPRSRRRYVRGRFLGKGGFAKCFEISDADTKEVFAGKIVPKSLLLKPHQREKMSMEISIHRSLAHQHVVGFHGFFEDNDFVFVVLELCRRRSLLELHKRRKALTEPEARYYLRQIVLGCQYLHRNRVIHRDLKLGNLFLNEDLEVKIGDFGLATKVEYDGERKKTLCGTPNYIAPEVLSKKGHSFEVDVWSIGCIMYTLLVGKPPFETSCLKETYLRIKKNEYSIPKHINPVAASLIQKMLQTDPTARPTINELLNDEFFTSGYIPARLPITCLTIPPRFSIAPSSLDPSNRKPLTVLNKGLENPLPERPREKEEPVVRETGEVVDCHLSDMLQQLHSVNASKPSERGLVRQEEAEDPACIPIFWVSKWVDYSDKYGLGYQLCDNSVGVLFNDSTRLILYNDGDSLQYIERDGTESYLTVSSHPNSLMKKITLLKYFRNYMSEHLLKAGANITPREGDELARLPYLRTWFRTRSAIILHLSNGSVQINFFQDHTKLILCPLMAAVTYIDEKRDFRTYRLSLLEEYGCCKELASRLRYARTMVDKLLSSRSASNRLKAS
EPAC2 antagonist = EPAC2 (human) antagonism; Q8WZA2; EPAC2 GEF exchange of Rap1B-BODIPY-GDP, fluorescence; Potency, µM (highest dose often 114 µM), without a hit: at the top dose activity, negative = inhibition, most hits filed as inhibitors; hit rate 0.18% among 360,000; AID 720708; further: potency means the concentration at half of the fitted maximal effect; on the % scale 0 is the no-effect control and ±100 the full control effect; nearly all actives have a fitted effect of over 45% in size; many of its hits are not listed in these tables
CCT chaperon mod = cytosolic chaperonin activity modulation; purified chaperonin ATPase assay, HTRF ADP detection, 30 min; activity change, % (no concentration beside the values), hits read low; hit rate 0.3% among 360,000; AID 651819; in the data active means activity change below about -30%; further: on the % scale 0 is the no-effect control and ±100 the full control effect
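We incubate TRiC, 40 or 20 nM final, with library compounds at 76 uM and 10 uM ATP for 30 min at 37 °C. ADP formed is detected with Transcreener HTRF reagents after 30 min at room temperature.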
Numbers without * were called inactive; ? = inconclusive; . = not tested or not shown; [ ] = another dose, or the depositor's remark. Unless noted, the call rests on the fitted dose curve; in most records, active means well fitted curve in the direction sought with a large enough effect; inconclusive means small, poorly fitted or top-dose-only effect, or another doubt; inactive means no such curve, though single readings can be large; an effect the other way counts as inactive or inconclusive. An excerpt. The share of hits here may be higher or lower than overall.

cpd	SMILES	EPAC1 ag	EPAC1 antagonist	PI5P4K alpha inh	MmCpn inh	WRN inhibitor	PLK1 PBD block	EPAC2 antagonist	CCT chaperon mod
1	Cc1nn(-c2ccc([N+](=O)[O-])cc2)c(N)c1-c1ccccc1	9%	-25%	-3	2%	-5%	-14%	-3%	-0.9
2	COc1ccc(-n2ncc3c(=O)n(CC(=O)OCc4ccccc4)cnc32)cc1	-1%	-1%	.	-11%	0%	-5%	6%	-2.5
3	CCS(=O)(=O)N1Cc2ccccc2CC1C(=O)Nc1ccc(F)c(F)c1 (centres undefined)	-4%	-19%	-2	-2%	6%	0%	0%	-0.5
4	COC(=O)C1CCN(C(=O)c2ccc(OC)c(S(=O)(=O)N3CCCc4ccccc43)c2)CC1	11%	7%	6	1%	-21%	-6%	-3%	-2.1
5	O=C1c2cccc3cccc(c23)C(=O)N1CCN1CCN(CC(O)COc2ccccc2)CC1 (centres undefined)	-3%	17%	2	1%	19%	77%[activator]	14%	-0.9
6	CC1CC(C)CN(CCCNC(=O)COc2cc(=O)n(C)c3ccccc23)C1 (centres undefined)	1%	5%	.	-1%	1%	0%	13%	-0.6
7	CC(C)(C)OC(=O)NCCc1nnc(SCc2ccc(Cl)cc2)o1	-1%	3%	9	-1%	6%	1%	8%	0.0
8	O=C(NCCCN1CCOCC1)c1cc2ccccc2oc1=O	0%	0%	-1	-2%	-2%	-2%	-1%	0.6
9	C=CCn1c(C)csc1=Nc1ccc(C(=O)O)cc1	-2%	-12%	3	-1%	-1%[57.1 µM]	1%	5%	-1.0
10	Cc1ccccc1CC1SC(N)=NC1=O (centres undefined)	7%	-28%	-5	-1%	-2%	-18%	-3%	-3.1
11	Cc1nc2ccc(NC(=O)c3cnc(Cl)c(Cl)c3)cc2s1	-1%	12%	-2	-3%	-3%	1%	13%	0.6
12	COc1ccc(NS(=O)(=O)c2ccc3c(c2)N(C(C)=O)CCS3)cc1	9%	-10%	8	-4%	-5%	-10%	6%	2.5
13	CS(=O)(=O)N(CC(=O)N1CCOCC1)c1cccc(Cl)c1Cl	-6%	3%	-9	2%	4%	2%	11%	0.4
14	Cc1ccc(S(=O)(=O)Nc2cccc(-c3ccc4nncn4n3)c2)cc1	-7%	-7%	0	-2%	-11%	-10%	-9%	-3.2
15	O=C(Nc1cccc(Cl)c1N1CCCCC1)c1ccc(N2CCOCC2)c([N+](=O)[O-])c1	-9%	?	7	1%	-10%	-11%	-14%	0.5
16	CCSCCOC(=O)C1=C(C)NC(=O)NC1c1ccccc1 (centres undefined)	-8%	?	0	1%	6%	-13%	-6%	-0.7
17	CCNC(=O)CSc1nnc(-c2ccccc2Br)n1-c1cccc(C(F)(F)F)c1	-5%	-6%	-2	4%	1%	-6%	5%	-1.4
18	COc1cccc(-c2c[nH]c(=O)[nH]c2=O)c1	-6%	-6%	4	0%	-3%	2%	14%	-0.9
19	CC1(C(=O)NS(=O)(=O)c2ccc(C#N)cc2)CCN1C(=O)CC1CCCCC1 (centres undefined)	-12%	18%	0	.	-1%[57.1 µM]	0%	6%	1.3
20	Cc1ccc2nc(N/C(=N/S(=O)(=O)c3ccc(F)cc3)c3ccccc3)sc2c1	-1%	23%	2	2%	1%	?	-7%	1.7
21	NC1(N)OC(CN2C(=O)c3ccccc3C2=O)CS1 (centres undefined)	-2%	-3%	-7	0%	-11%	-4%	-2%	3.0
22	Cc1cccc(NC(=O)Cn2c(O)c(N=NC(N)=S)c3ccccc32)c1	2%	-10%	?	-4%	-34%	?	-3%	0.4
23	CCOc1ccc(NC(=O)Nc2nnc(CC)s2)cc1	10%	4%	0	-2%	-2%	0%	4%	-7.3
24	CC1CCCC(C)N1C(=O)COC(=O)CNC(=O)c1sc2ccccc2c1Cl (centres undefined)	3%	4%	17	-8%	5%	-2%	2%	0.7
25	COc1cccc2cc(-c3nc4ccccc4o3)c(=O)oc12	4%	?	15	0%	1%[57.1 µM]	?	10%	-3.2
26	CCOC(=O)CC1=C(C(=O)OCC)C(c2cc(OC)c(OC)cc2OC)C(C#N)=C(N)O1 (centres undefined)	6%	3%	-9	0%	-18%	-11%	-1%	-0.4
27	CCOc1ccc(C(=O)Nc2ccc(C(=O)N3CCOCC3)cc2)c(OCC)c1	-2%	7%	2	-1%	-24%	-16%	0%	-1.2
28	Cc1ccc(Cl)cc1N1CCN(C(=O)c2cc3c(=O)n(C)c4ccccc4c3n2C)CC1	1%	-5%	-6	2%	4%	-2%	-9%	0.4
29	C=CCN1C(=O)CSc2ccc(C(=O)NC3CCCCC3)cc21	3%	17%	4	0%	-4%	-11%	-9%	-3.6
30	Cc1ccc(C(=O)N2CCN(c3ccc([N+](=O)[O-])cc3)CC2)o1	3%	-6%	0	1%	5%	-3%	-13%	0.5
31	COc1ccc(C(NC(C)=O)c2c(O)ccc3ccccc23)cc1OC (centres undefined)	-1%	6%	0	0%	-4%	1%	-4%	3.0
32	Cc1ccccc1C(=O)Nc1cccc(NC(=O)c2cccnc2)c1	-3%	-6%	3	2%	-15%	0%	2%	-0.7
33	CCc1nc2ccc(C(=O)N3CCCC(C(N)=O)C3)cn2c1N(C)Cc1ccc(OC)cc1 (centres undefined)	-10%	5%	-2	.	13%	3%	22%	2.1
34	COc1ccccc1NC(=O)c1ccc(NC(=O)COC(=O)c2ccc(O)cc2)cc1	8%	4%	-6	-2%	-7%	0%	-1%	3.0
35	Nc1nnc(CCS(=O)(=O)c2cc(Cl)ccc2Cl)s1	1%	2%	-3	1%	6%	?	1%	-7.4
36	COc1ccc(NC(=O)c2cc(-c3ccc(C)o3)nc3ccccc23)cc1	7%	-1%	?	.	?	?	3%	-3.4
37	Cc1cc(C)cc(OCC(=O)N2CCc3ccccc3C2)c1	3%	6%	4	2%	-6%	-9%	-12%	3.0
38	Cc1cccc(NC(=S)NNc2ncc(C(F)(F)F)cc2Cl)c1	-2%	-3%	-5	-1%	-3%	-5%	-13%	-1.2
39	CSCC[C@H](NC(=O)c1cccc(S(=O)(=O)N2CCCCC2)c1)c1nc2ccccc2[nH]1	10%	-3%	-4	2%	-8%	2%	-2%	0.0
40	Cc1ccc(NC(=O)OCCN2CCN(Cc3ccccc3)CCC2=O)cc1C	-3%	0%	-4	1%	-1%	7%	-4%	1.3
41	CCC(=O)N1N=C(c2ccc(NS(=O)(=O)c3ccccc3)cc2)CC1c1ccco1 (centres undefined)	-5%	9%	0	1%	-4%	-1%	6%	0.2
42	Cc1ccc2c(C)c(C(=O)Nc3ccc(S(N)(=O)=O)cc3)oc2c1C	6%	-9%	-9	-9%	3%	-25%	1%	-0.7
43	COc1cccc(NC(=O)CNC(=O)c2ccc(F)cc2)c1	-9%	-14%	0	1%	-17%	-2%	-11%	0.9
44	CN1OC[C@@H]2CN(Cc3ccc(Cl)cc3)[C@H](c3ccc(-n4ccnc4)cc3)C[C@@H]21	6%	-11%	0	.	-6%	-9%	?	1.7
45	COc1ccc(NC(=O)CN(C)C(=O)c2ccc(=O)[nH]c2)cc1	-6%	4%	1	2%	2%	9%	-15%	2.1
46	Nc1c(Cl)c(Cl)nc(C(=O)OCC(=O)NCc2ccccc2)c1Cl	6%	-9%	-23	-23%	-4%	-3%	-1%	2.3
47	CCn1c(NCc2ccccn2)nc2c1c(=O)n(C)c(=O)n2C	1%	-16%	.	0%	-10%	-8%	-9%	0.6
48	Nc1nonc1-n1nnc(C(=O)N/N=C/c2cccc(Cl)c2)c1CN1CCCCCC1	-9%	2%	2	.	-1%	-11%	1%	1.0
49	C/C=C/C=C\C(=O)Nc1cccc(C2=NOC3(C2)C[C@@H](C(N)=O)N(C(=O)/C(C)=C/C)C3)c1 (some centres undefined)	-10%	-19%	-11	1%	?	-14%	6%	-1.7
50	Cc1ccc(SCCC(=O)NCCSCc2ccccc2C)cc1	-3%	-8%	33	0%	-8%	-6%	-7%	0.9
51	CC(C)(C)NC(=O)COC(=O)c1ccc(O)cc1	-2%	32%[activator]	-1	-11%	-1%	-2%	21%	-1.7
52	Cc1nn(Cc2ccc(C(=O)N3CCN(C(=O)c4ccco4)CC3)o2)c(C)c1[N+](=O)[O-]	5%	4%	-1	-1%	-10%	-10%	-3%	-4.1
53	CN(c1cccc(NC(=O)c2ccc(C(C)(C)C)cc2)c1)S(C)(=O)=O	11%	-9%	-7	0%	-11%	-17%	-20%	1.2
54	OCCC1CN(Cc2cccc3c2OCO3)CCN1C1CCCCC1 (centres undefined)	2%	-8%	2	4%	0%	-14%	1%[57.1 µM]	-1.4
55	Cc1ccc(C)c(N2CCN(S(=O)(=O)c3c(C)[nH]c(C)c3C(=O)N3CCCC3)CC2)c1	1%	2%	4	-1%	3%	-3%	-10%	2.1
56	COc1cc(C(C)=O)ccc1Oc1ncccn1	-3%	-17%	5	-18%	-13%	-12%	-10%	-1.8
57	COC(=O)/C=c1/sc2nc3ccccc3n2c1=O	-4%	7%	.	0%	-7%	2.7µM*	5%	-0.1
58	Cc1cc(C)nc(Sc2ccc3nnc(C(F)(F)C(F)(F)C(F)(F)F)n3n2)n1	-5%	11%	.	-1%	-15%	-7%	16%	2.2
59	O=C(C1CCN(S(=O)(=O)c2cccc3cccnc23)CC1)N1CCN(c2ccccc2)CC1	2%	-16%	-7	-15%	5%	-11%	-4%	-1.3

Quoted at random: two entries already listed.
cpd	SMILES	EPAC1 ag	EPAC1 antagonist	PI5P4K alpha inh	MmCpn inh	WRN inhibitor	PLK1 PBD block	EPAC2 antagonist	CCT chaperon mod
53	CN(c1cccc(NC(=O)c2ccc(C(C)(C)C)cc2)c1)S(C)(=O)=O	11%	-9%	-7	0%	-11%	-17%	-20%	1.2
56	COc1cc(C(C)=O)ccc1Oc1ncccn1	-3%	-17%	5	-18%	-13%	-12%	-10%	-1.8

Screens (PubChem)
